Assay outcomes (PubChem BioAssay)
HepG2 viability: HepG2 cytotoxicity, counter-screen for TGF-b inhibitors | 410,000 tested, 0.76% active | HepG2 CAGA-GFP viability, ATP luminescence, 18 h | Potency, µM (top dose mostly 46.1 µM), for inactives: at the top dose activity change, negative = cytotoxicity, most hits filed as cytotoxic; further: potency means the concentration at half of the fitted maximal effect; some results filed as inactive show a strong effect at the top dose
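CellTiter-Glo luminescence gave cytotoxicity after 18 hours at 37 degrees C. The cells were HepG2 CAGA-GFP in 1% FBS DMEM, stimulated with 500 pg/mL TGF-beta after compound addition. %Activity was normalised to no-cell wells (complete cell-killing) and DMSO (no toxicity), and curves were fitted and classified.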
A549 tox: A549 cytotoxicity, counter-screen for Nrf2 inhibitors; A549 ARE-Fluc cells, CellTiter-Fluor viability, 18-24 h; Potency, µM (series often up to 46 µM), inactives show at the highest dose activity change, negative = cytotoxicity, usual class: inhibitors; 390,000 tested, 0.16% active; further: potency means the concentration at half of the fitted maximal effect; on the % scale 0 is the no-effect control and ±100 the full control effect
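A549 ARE-Fluc cells in 5% FBS OPTI-MEM, 5000 cells/well, rested 2 h then exposed to compounds in concentration-response for 18-24 h at 37 °C. Viability by CellTiter-Fluor fluorescence (Ex 405/Em 525) after 30 min; luciferase luminescence (BugLite, 15 min, RT) read afterwards.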
Nrf2 activator: activates Nrf2 signaling | AREc32 ARE-luciferase reporter (MCF7-derived line), luminescence, 24 h | 410,000 tested, 0.31% active | Potency, µM (top dose mostly 46.1 µM), for inactives: at the highest dose activation, actives largely listed as activators; further: potency means the concentration at half of the fitted maximal effect; % of control where 0% means no effect; nearly all actives have a fitted effect of over 65% in size
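AREc32 cells carrying an ARE-driven firefly luciferase, 1000 cells/well in OPTI-MEM with 5% FBS, dosed after overnight attachment and incubated 24 hr at 37 deg C. Steady-Glo luminescence read after 30 min at RT.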
Abeta yeast res: A-beta toxicity reversal in yeast; yeast expressing A-beta42, growth rescue, OD600, 48 h; response scale: 0% DMSO, 100% iron-clioquinol control; Potency, µM (top dose mostly 46.1 µM), for the others: at the highest dose growth rescue, usual class: activators; 410,000 tested, 0.063% active; AID 1347071; further: potency means the concentration at half of the fitted maximal effect; nearly all actives have a fitted effect of over 55% in size
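Growth rescue measured by 600 nm absorbance after 48 h yeast culture at 30 C with compound. Values normalized between DMSO and an equimolar ferric chloride plus clioquinol control.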
Nrf2 inh: blocks Nrf2 signaling | A549 ARE-Fluc reporter, luciferase luminescence, 18-24 h | Potency, µM (doses to about 46 µM), for inactives: top-dose activity change, negative = inhibition, actives largely listed as inhibitors | 360,000 tested, 2.1% active | AID 504444; further: potency means the concentration at half of the fitted maximal effect; on the % scale 0 is the no-effect control and ±100 the full control effect; nearly all actives have a fitted effect of over 60% in size
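In this cell-based qHTS, ARE-driven firefly luciferase in A549 cells reports Nrf2 activity; the luminescent signal after BugLite lysis is the measured value, with a prior CellTiter-Fluor read for cell health.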
CCT modulator: changes cytosolic chaperonin activity. 360,000 tested, 0.3% active. AID 651819. purified chaperonin ATPase assay, HTRF ADP detection, 30 min. activity change, % (concentration not given with the values), hits read low; in the data active means activity change below about -30%; further: on the % scale 0 is the no-effect control and ±100 the full control effect
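TRiC at 40 or 20 nM final (batch-dependent) in 30 mM Tris pH 7.4, 100 mM KCl, 5 mM MgCl2, 1 mM DTT, with compound at single 76 uM and 10 uM ATP, 30 min at 37 deg C. ADP detected by HTRF Transcreener, 665/615 ratio.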
Mm-Cpn inhibitor: inhibitors of Methanococcus maripaludis chaperonin (MmCpn) | purified Mm-Cpn ATPase, ADP Transcreener TR-FRET | Potency, µM (highest dose often 76.9 µM), for inactives: at the highest dose activity, negative = inhibition, most hits filed as inhibitors | 330,000 tested, 0.031% active | AID 504842; further: potency means the concentration at half of the fitted maximal effect; on the % scale 0 is the no-effect control and ±100 the full control effect; nearly all actives have a fitted effect of over 80% in size
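Reaction buffer contained 30 mM Tris pH 7.4, 100 mM KCl, 5 mM MgCl2 and 1 mM DTT. Mm-CPN (25 nM final) hydrolysed 10 uM ATP over 30 min at 37°C; ADP was read by HTRF.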
pAkt inh: blocks phosphorylation of Akt; 360,000 tested, 0.32% active; Neuro2A IGF-stimulated pAkt S473 HTRF, 20 min; hits give low values; activity change, % for hits at 50 µM; AID 651550; in the data active means activity change below about -80%; inconclusive means mostly about -51% to -80%; further: on the % scale 0 is the no-effect control and ±100 the full control effect
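Neuro2A cells in DMEM with 0.5% FBS, overnight at 37 deg C, given compound at single 50 µM final, then IGF (6 nM final) for 20 min at 37 deg C. Lysed; phospho-Akt Ser473 by HTRF after 24 h, 665/615 ratio.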
TGFb inhibitor: inhibitors of TGF-b signaling; Potency, µM (doses to about 46.1 µM), inactives show top-dose activity, negative = inhibition, most hits filed as inhibitors; HepG2 CAGA-GFP TGF-b/SMAD3 reporter, GFP fluorescence, 18 h; TGF-beta stimulated, 500 pg/mL final; 410,000 tested, 1.2% active; AID 588855; further: potency means the concentration at half of the fitted maximal effect; on the % scale 0 is the no-effect control and ±100 the full control effect; nearly all actives have a fitted effect of over 65% in size
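Per well, imaged GFP fluorescence of HEPG2 CAGA-GFP cells gives the signal; cells get compound, then TGF-beta (500 pg/mL final), 18 h at 37 degrees C; %Activity versus -TGF-beta and +DMSO controls.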
The depositor's hits bear a star; i = inactive; ? = inconclusive; . = not tested or not shown; & = joins results of further samples; [ ] = another dose, or the depositor's remark. Unless noted, the call rests on the fitted dose curve; in most records, active means well fitted curve in the direction sought with a large enough effect; inconclusive means small, poorly fitted or top-dose-only effect, or another doubt; inactive means no such curve, though single readings can be large; an effect the other way counts as inactive or inconclusive.

SMILES | HepG2 viability | A549 tox | Nrf2 activator | Abeta yeast res | Nrf2 inh | CCT modulator | Mm-Cpn inhibitor | pAkt inh | TGFb inhibitor
COc1ccc(S(=O)(=O)Nc2ccc(N3CCOCC3)cc2)cc1Br | -3% | 7% | -0.2% | 3% | ? | 1.0 | -1% | i | -11%
O=S(=O)(NCc1ccco1)N1CCCCCC1 | -6% | 1% | 0.2% | 6% | 1% | -3.3 | 1% | i | 0%
O=C(CCC(=O)c1ccc(Cl)cc1)OCn1nnc2ccccc2c1=O | -16% | -12% | 0.1% | -12% | -2% | -4.7 | -1% | i | -7%
CC(=O)NC(CC(=O)OCC(=O)c1c(N)n(CC(C)C)c(=O)n(C)c1=O)c1ccccc1 (stereo not given) | 0% | -14% | -0.7% | -8% | ? | -1.3 | -3% | i | -3%
O=C1COc2ccc(C(=O)COC(=O)CNC(=O)C3CCCCC3)cc2N1 | -29% | -2% | 0.2% | -9% | -2% | 0.9 | 1% | i | -3%
CN1C(=O)C2(OCC(COc3ccc(Cl)cc3)O2)c2ccccc21 (stereo not given) | -11% | -10% | 0.7% | 12% | 18µM* | -4.2 | -1% | i | -8%
Cc1ccc(N(CC(=O)N2CCN(c3ccc(Cl)cc3)CC2)S(=O)(=O)c2c(C)nn(C)c2C)cc1 | 12% | 2% | 0.3% | 0% | 12% | . | . | . | 19%
COc1ccccc1N1CCN(c2ccc(-c3ccccc3)nn2)CC1 | -2% | -12% | -0.7% | -15% | ? | 2.0 | 0% | i | -18%
O=C(c1cc2sccc2n1Cc1ccccc1)N1CCCc2ccccc21 | 1% | -3% | 4.8% | 14% | -19% | -0.7 | -14% | i | ?
CCOC(=O)c1c(C)[nH]c(C)c1C(=O)CSc1nc(N)cc(=O)[nH]1 | -5% | . | -0.8% | -6% | 0% | -2.5 | 2% | i | 5%
COc1ccc(C2N(C(=O)C(F)(F)F)C(C)CN2S(=O)(=O)c2ccc(C)cc2)cc1 (stereo not given) | 12% | -1% | 0.1% | -7% | 0% | -1.9 | -3% | i | 3%
Cc1cc(C)cc(N)c1 | -2% | 5% | -0.2% | -22% | 1% | -1.8 | -2% | i | 6%
CS/C(=N\S(=O)(=O)c1cccs1)NC(=O)CSc1nc2ccccc2s1 | 6%&9% | 3%&2% | 3.0%&3.2% | -11%&-18% | 13%&-9% | -0.5&-2.3 | -3% | i | -1%&39%
COc1ccccc1N1CCN(S(=O)(=O)CCNC(=O)C23CC4CC(CC(C4)C2)C3)CC1 | -18% | -6% | 2.7% | 23% | 10% | -1.3 | 0% | . | ?
Cc1ccc(C2=NN3C(=O)c4ccccc4C3C2)cc1 (stereo not given) | -13% | -9% | 2.8% | 4% | -14% | 0.0 | 0% | i | ?
CCN(CC)C(=O)c1ccc2nc([C@H]3C[C@H](O)[C@@H](CO)O3)[nH]c2c1 | -7% | . | -0.3% | -24% | . | -1.4 | . | i | -6%
COc1ccccc1CN(Cc1nc2ccccc2c(=O)[nH]1)C(=O)Nc1ccc(C)cc1 | -7% | -5% | 0.3% | -12% | 20% | -6.0 | 0% | i | -7%
Cc1cccc(C(=O)OCc2cc(=O)n3ccsc3n2)c1 | -1% | 9% | 9.1% | -23% | ? | . | . | . | -7%
O=c1c(O)c(-c2ccc(O)c(O)c2)oc2cc(O)ccc12 | -29% | -3% | 4.4% | 3% | 12µM* | -1.5 | . | i | ?
Cc1ccc(S(=O)(=O)N(C)C)cc1NC(=O)COC(=O)/C=C/c1cccs1 | -21% | -1% | 19% | 3% | 7% | -2.7 | 1% | i | 2%
O=C(O)c1cc(O)ccc1NC(=O)C1CCCO1 (stereo not given) | 0% | 10% | -0.1% | 2% | -14% | 1.5 | 0% | i | 6%
Cc1c(NC(=O)c2c(F)cccc2F)c(=O)n(-c2ccccc2)n1C | -2% | 2% | -0.5% | -2% | . | 2.0 | 1% | i | ?
Cc1cc(C)cc(NC(=O)COC(=O)COc2ccc(N(C)S(=O)(=O)c3cccs3)cc2)c1 | -4% | 2% | 0.3% | 14% | ? | -2.2 | 1% | i | 2%
C=C(C)COc1ccc(-c2n[nH]c(C)c2-c2ccccc2OC)c(O)c1 | -67% | -3% | 3.1% | -26% | 0% | 1.5 | 0% | i | ?
CCOC(=O)N1CCC(Nc2c(NCCN3CCN(c4cccc(Cl)c4)CC3)c(=O)c2=O)CC1 | -19% | 0% | 0.1% | -19% | 1% | 0.8 | 2% | i | -2%
COc1ccc([N+](=O)[O-])cc1/C=N/NC(=O)Cc1ccccc1 | 22% | 6% | 1.5% | -15% | -20% | 3.4 | -5% | i | 2%
COc1ccc(C(=O)OCC(=O)c2cc(OC)ccc2OC)c(OC)c1 | 17% | 0% | 3.3% | 14% | . | -0.7 | -1% | i | -19%
COc1ccccc1CNC(=O)c1ccc(S(=O)(=O)N2CCCC2)cc1 | 0% | 8% | -1.4% | -7% | . | -1.1 | -20% | i | -26%
Cc1ccc(CSC2=Nc3sccc3C3=NC(=O)CN23)cc1 | -47% | -8% | 8.3% | -2% | -16% | 1.5 | ? | . | -8%
CCC(CC)C(=O)Nc1c2c(nn1-c1ccc(OC)cc1)CS(=O)(=O)C2 | -1% | -2% | 0.4% | 1% | . | 0.9 | -1% | i | 28%
CCN(CC)C(=O)c1sc2c(c1C)c(=O)n(-c1ccc(Cl)c(Cl)c1)c(=O)n2Cc1cc(=O)n2c(C)cccc2n1 | -4% | -6% | -0.7% | -13% | . | . | . | . | -28%
COc1ccc(N(CC(=O)N2CCOCC2)S(C)(=O)=O)cc1 | -4% | -3% | 0.3% | 5% | -6% | -2.2 | 0% | i | 10%
CCc1nc2ccc(C(=O)NCCCN3CCCC3=O)cn2c1N(C)C(=O)C1CCCCC1 | 2% | . | -0.3% | -1% | . | 0.4 | . | i | 2%
CC(=O)OCc1c(C(F)(F)F)nn(C)c1Sc1ccccc1 | 8% | 5% | -0.4% | -6% | -5% | -1.9 | 1% | i | -17%
CC(C)(C)OC(=O)NCCc1onc(-c2cccc([N+](=O)[O-])c2)c1C(=O)O | 3% | . | -0.6% | -7% | . | -0.8 | . | i | 26%
CCCCCCCC(=O)Nc1ccc(C(=O)N/N=C/c2cccc([N+](=O)[O-])c2)cc1 | 8% | -4% | 3.1% | 8% | -28% | -4.0 | 2% | i | -9%
O=C(C1CCC(CNc2c(N3CCCCC3)c(=O)c2=O)CC1)N1CCCC1 (stereo not given) | 24% | 0% | -0.5% | 7% | -2% | -3.0 | -2% | i | -3%
CCOc1ccccc1-n1c(SCC(=O)Nc2ccc(CC)cc2)nc2n[nH]c(C)c2c1=N | 10% | ? | 0.1% | 4% | . | -0.1 | -4% | ? | ?
CCc1nc(OCC(=O)c2ccccc2)c(C#N)c2c1COC(C)(C)C2 | 0% | -2% | -0.5% | 14% | -18% | -1.3 | -2% | i | -29%
COc1ccc(-c2cc3nc(-c4ccccc4)cc(N4CCCC(O)C4)n3n2)cc1 (stereo not given) | -15% | ? | -4.0% | -45%[inhibitor] | 13µM* | 0.5 | 1% | i | -22%

Next section, overlapping the part above by 3 compounds.
SMILES | HepG2 viability | A549 tox | Nrf2 activator | Abeta yeast res | Nrf2 inh | CCT modulator | Mm-Cpn inhibitor | pAkt inh | TGFb inhibitor
CCOc1ccccc1-n1c(SCC(=O)Nc2ccc(CC)cc2)nc2n[nH]c(C)c2c1=N | 10% | ? | 0.1% | 4% | . | -0.1 | -4% | ? | ?
CCc1nc(OCC(=O)c2ccccc2)c(C#N)c2c1COC(C)(C)C2 | 0% | -2% | -0.5% | 14% | -18% | -1.3 | -2% | i | -29%
COc1ccc(-c2cc3nc(-c4ccccc4)cc(N4CCCC(O)C4)n3n2)cc1 (stereo not given) | -15% | ? | -4.0% | -45%[inhibitor] | 13µM* | 0.5 | 1% | i | -22%
Cc1ccc(CNC(=O)C2CCCN(Cc3cnn(-c4ccccc4)c3-n3cccc3)C2)cc1 (stereo not given) | 3% | -8% | -0.8% | -10% | ? | -0.4 | 0% | i | -16%
Cc1cc([N+](=O)[O-])ccc1NC(=O)CSc1nccn1C | 2% | 14% | -0.8% | -13% | ? | . | . | . | 25%
C/C(=C/CCC(C)[C@H]1CC[C@@]2(C)C3=C(CC[C@]12C)[C@@]1(C)CCC(=O)C(C)(C)[C@@H]1CC3)C(=O)O (stereo not given in full) | -6% | 0% | 0.4% | 4% | -12% | -0.4 | 1% | i | 0%
CCCn1c(=O)n(C)c(=O)c2c(SCC(=O)NC34CC5CC(CC(C5)C3)C4)nc(CC(C)C)nc21 | 17% | 4% | -0.4% | 7% | 0% | 0.8 | -2% | i | 3%
CN(CCO)CC(O)CN(c1ccccc1)c1ccccc1 (stereo not given) | -7% | -3% | -0.9% | 14% | -4% | -1.2 | 3% | i | -5%
CCc1sc(C(=O)Nc2nccs2)cc1C | -26% | 0% | 9.0% | -8% | ? | 1.7 | 0% | i | 0%
CCCCn1c(SCC(=O)c2ccc(OCC)cc2)nc2cc(S(N)(=O)=O)ccc21 | -1% | 5% | 3.2% | 9% | . | -4.4 | -10% | i | -2%
COc1ccc(Br)c(C(=O)Nc2ccc(F)cc2)c1 | -7% | 1% | 8.1% | 1% | -11% | 0.9 | -1% | i | 18%
COc1ccc(C(CCN2CCCC2)c2c(O)cc(OC)cc2OC)cc1 (stereo not given) | -16%&-21% | 2%&-3% | 4.3% | -1% | 10%&3% | -0.4 | 0% | i | -9%&-2%
